# RAD52 anneal inh = inhibitors of human RAD52 DNA annealing | P43351 | recombinant RAD52 DNA annealing, FRET fluorescence | inhibition, % at 18.7 µM | actives 0.46% (n = 360,000);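 active = every replicate showing at least 50% inhibition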
# E-sel inducer = E-selectin induction on HUVECs | P16581 | HUVEC E-selectin immunofluorescence imaging; normalized: neutral wells 0, TNF-alpha wells 100 | activation, % at 7.58 µM | actives 0.37% (n = 260,000) | AID 686992;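 active = mean E-selectin-positive cell signal at least 10% of the positive control, reached in at least 60% of replicates, without over 20% cell loss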;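 also: in these data hits start at about 27%; measured in HUVEC primary endothelial cells; signal is the percent of cells scored E-selectin positive by PE staining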
#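 Assay system: HUVEC primary endothelial cells. Input: 3,000 HUVEC seeded per well. Doses: one compound dose added by pin transfer. Read-out basis: % PE-positive cells. Benchmarks: TNF-alpha high, DMSO low. Detection: immunofluorescence imaging. Buffer or medium: EGM-2, gelatin.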
# RAD54 inh = blocks human RAD54 Holliday junction branch migration | actives 0.14% (n = 360,000) | FAM/BHQ fluorescence | inhibition, % at 10.4 µM;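 active = mean normalized replicate activity at least 40 and at least half of replicates scoring 40 or more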;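 also: 0% = median of neutral control wells and 100% = median of positive control wells; inhibitors cause a drop in the FAM fluorescence signal; in these data hits start at about 50%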
# Target sequence (Q92698 whole entry, looked up): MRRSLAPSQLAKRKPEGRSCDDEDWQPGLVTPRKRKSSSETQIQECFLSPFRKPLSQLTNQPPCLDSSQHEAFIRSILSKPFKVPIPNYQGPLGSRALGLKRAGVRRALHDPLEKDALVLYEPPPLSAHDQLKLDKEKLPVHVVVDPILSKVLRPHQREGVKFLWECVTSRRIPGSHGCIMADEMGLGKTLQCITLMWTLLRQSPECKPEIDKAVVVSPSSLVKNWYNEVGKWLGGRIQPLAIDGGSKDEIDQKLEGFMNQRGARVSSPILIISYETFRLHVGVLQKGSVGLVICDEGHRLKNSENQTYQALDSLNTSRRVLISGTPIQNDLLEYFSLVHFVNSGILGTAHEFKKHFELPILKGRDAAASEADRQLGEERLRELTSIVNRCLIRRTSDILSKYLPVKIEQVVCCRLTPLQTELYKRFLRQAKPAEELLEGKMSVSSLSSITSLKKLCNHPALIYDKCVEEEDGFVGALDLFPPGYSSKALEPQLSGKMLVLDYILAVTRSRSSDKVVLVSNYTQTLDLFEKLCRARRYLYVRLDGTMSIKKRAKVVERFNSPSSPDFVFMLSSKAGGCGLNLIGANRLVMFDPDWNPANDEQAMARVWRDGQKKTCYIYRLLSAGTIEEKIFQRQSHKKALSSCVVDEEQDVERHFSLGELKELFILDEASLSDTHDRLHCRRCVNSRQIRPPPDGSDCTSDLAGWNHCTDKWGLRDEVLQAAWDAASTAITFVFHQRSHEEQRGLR
# PglD inh = inhibitors of Campylobacter jejuni PglD acetyltransferase; actives 0.098% (n = 360,000); purified PglD enzyme, DTNB colorimetric CoA detection; inhibition, % at 12.5 µM; in the data active = inhibition above about 16%, passing the limit was not always enough; also: strong numbers were not always called active
# ERAP1 HTS inh = inhibitors of human ERAP1 aminopeptidase. Q9NZ08. recombinant ERAP1, Leu-AMC fluorescence, 60 min. inhibition, % at 10.7 µM. actives 0.15% (n = 340,000);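 active = mean replicate inhibition of at least 30%, or all replicates individually reaching that 30% level; inactive = mean below 30% and not every replicate reaching it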;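 also: 0% = neutral control wells and 100% = L-leucinethiol positive control wells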
# PGC1a acetyl inh = PGC1a acetylation modulation, inhibitor mode. U2OS PGC1a acetylation, AlphaScreen anti-acetyl-lysine; with virally co-expressed GCN5 acetyltransferase. inhibition, % at 15.6 µM. actives 0.17% (n = 350,000). AID 651687;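 active = every replicate shows inhibition of at least 40%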;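 also: 0% = neutral control wells and 100% = positive control wells; some results beyond the cut were filed as inactive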
# miR122 inh = miR-122 inhibition in Huh7 cells; activation (reporter increase), % at 12.5 µM; Huh7 miR-122 Renilla luciferase sensor, 48 h; neutral wells = 0, positive control = 100; actives 0.3% (n = 340,000);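 active = mean replicate activation score at least 90 and every replicate individually at or above 90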;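 also: higher luciferase means less miR-122 activity so hits act as miR-122 inhibitors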
# Cneo AK release = causes C. neoformans cell lysis. adenylate kinase release luminescence, 4 h; normalised: neutral wells 0, clomiphene wells 100. lysis activity, % at 15 µM. actives 0.2% (n = 360,000). AID 651654;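 active = mean lysis activity across replicates of at least 80%, whatever share of replicates individually reach that level; inactive = mean lysis activity below 80%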
#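 Assay system: log-phase C. neoformans yeast / Quantity: yeast cell density of 5 × 10^6 cells/mL / Medium: fresh YPD growth medium / Compound: single dose / Timing: static 4 h at 37 °C with compound, 1 h detection / Measured by: adenylate kinase release luminescence / Read-out: lysis from increased AK signal / Benchmarks: Clomiphene as positive lysis control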
# The depositor's hits bear a star; . = not tested or not shown; & = joins results of further samples; [ ] = dose if it differs, or a comment.
SMILES,RAD52 anneal inh,E-sel inducer,RAD54 inh,PglD inh,ERAP1 HTS inh,PGC1a acetyl inh,miR122 inh,Cneo AK release
Cc1noc(C)c1NC(=O)N(C)C[C@@H]1OCCCC[C@@H](C)Oc2ccc(NC(=O)NC3CCCCC3)cc2C(=O)N([C@H](C)CO)C[C@@H]1C,4,.,4,1,-5,-5,10[16.7 µM],-2
O=[n+]1c2c(n([O-])c3cc(F)c(N4CCCC4)cc31)CCC2,.,.,-50,5,.,1,-7,4
C[C@H](O)C#Cc1ccc2c(c1)O[C@@H](CN(C)C(=O)Nc1ccccc1)[C@H](C)CN([C@@H](C)CO)S2(=O)=O,-22,-0.1,-3,-1,1,-5,5[16.7 µM],-3
O=c1[nH]c2ccccc2cc1-c1nnn(-c2ccc(F)cc2)n1,-19,0.1,5,-4,.,-4,3,-1
O=C(C1CCN(S(=O)(=O)c2ccccc2F)CC1)N1CCc2ccccc21,-19,.,3,-2,0,14,-2,0
C[C@H](CO)N1C[C@H](C)[C@@H](CN(C)S(=O)(=O)c2cccs2)Oc2ccc(NC(=O)Cn3cnnn3)cc2C1=O,-14&-10,-0.1,2&-8,5&-3,1&-4,4,-6[16.7 µM],-4&-3
Cc1cc(C)cc(NC(=O)CN2C(=O)NC(C)(c3ccccc3)C2=O)c1 (configuration not stated),.,.,-13,2,.,18,-7,-3
C/C(=N/NC(=O)c1ccco1)c1cccc(NC(=O)c2ccc(C)o2)c1,.,.,12,-3,.,39,-2,1
CC(=O)Nc1ccc(S(=O)(=O)N[C@@H](C)C(=O)OCC(=O)c2ccc(Br)s2)cc1,0,-0.1,10,-3,-9,1,-6,0
COc1ccc(S(=O)(=O)N(C)C[C@H]2Oc3ncc(Br)cc3C(=O)N([C@@H](C)CO)C[C@@H]2C)cc1,-13&-13,-0.2,6,-5,-3&-2,17&5,-3,1
C[C@@H]1CN([C@H](C)CO)C(=O)c2cc(NC(=O)c3ccncc3)ccc2O[C@H]1CN(C)S(C)(=O)=O,-1,0.2,-8,0,2,7,-8[16.7 µM],-5
N#CC1(NC(=O)CSc2nc3ncc(Cl)cc3[nH]2)CCCCC1,-13,0.4,4,-1,0,0,.,0
O=C(NC1CCCCC1)C(c1ccncc1)N(Cc1ccc2c(c1)OCO2)C(=O)c1cnsn1 (configuration not stated),.,.,2,9,.,-7,-4,3
CSC1=NC2(C)CCCCC2C12C=CC(=O)C=C2 (configuration not stated),-9,3.2,.,.,-3,-13,0,.
Cc1nc(C)c(C(=O)O)c(-c2ccsc2)c1C(=O)O,-15,.,-1,3,.,-6,2,0
COc1ccc2c3c([nH]c2c1)[C@@H](CO)N(C(=O)CN(C)C)CC31CCN(Cc2ccncc2)CC1,8,0.1,.,.,0,5,.,.
CCCCNS(=O)(=O)c1ccc(OC)c2ncccc12,.,.,-8,-3,.,-18,89,7
CCCCNC(=O)/C(C#N)=c1\s/c(=C\c2ccccc2OC(F)F)c(=O)n1CCCOC,-149,.,0,0,0,.,5,0
CN1CCN(CC(=O)Nc2nc(-c3ccccc3)cs2)CC1,.,.,-2,-6,.,3,-1,0
CCOC(=O)c1sc(NC(=O)c2ccncc2)nc1C,.,.,-4,5,.,1,-2,15
CC(C)[C@H](NC(=O)c1ccco1)C(=O)Nc1ccc(N2CCCCCC2)cc1,-5,.,-8,-3,-2,.,-26,0
N#Cc1cccc(NC(=O)COC(=O)c2cc(S(=O)(=O)Nc3ccccc3Cl)ccc2O)c1,-13,0.2,.,.,0,15,5,.
Cc1ccc2nc(-c3cccc(Br)c3)cc(C(=O)NC3=NCCS3)c2c1,-6,1.0,.,.,-4,1,.,.
O=C(NCc1ccc2c(c1)OCO2)c1cc(F)c(F)cc1Cl,-2,.,8,2,1,7,-2,1
Cc1cccc2sc(NC(=O)Cn3cccc3)nc12,-23,1.1,-7,2,-1,-15,-1,-4
O=C(OCC(=O)N1CCN(c2ccccc2)CC1)C1=COCCO1,.,.,-18,3,.,-9,0,-2
Cn1cnc2cc(NCc3ccccc3Cl)ccc21,-7,.,0,-1,-1,.,.,-7
Cc1ccc(S(=O)(=O)NCC[C@H]2CC[C@H](NS(=O)(=O)c3ccccc3Cl)[C@H](CO)O2)cc1,-11,0.5,1,-1,-1,-3,.,-5
CCCCN(c1nc2ccccc2nc1Cl)S(=O)(=O)c1ccc(C)cc1,-18,7.3,-3,0,3,.,.,-2
CN(C)C(=O)[C@@H]1[C@@H](CO)[C@@H]2Cn3c(cccc3=O)[C@@H]2N1CC1CCCCC1,-3,0.3,.,.,-2,-8,.,.
Cc1c(C(=O)N2CCC(C)CC2)sc2ncn(CC(=O)N3CCC(C)CC3)c(=O)c12,-5,.,-4,-12,-2,-5,0,-2
Cc1ccc(S(=O)(=O)NCCSc2nnnn2-c2cc(C)ccc2C)cc1,.,.,3,1,.,41,28,0
O=C(Cn1cnc2scc(-c3ccc(F)cc3)c2c1=O)N1CCOCC1,.,.,-3,-6,.,8,-1,1
COc1ccc(CCN(C)C2CCCN(C(=O)c3sccc3C)C2)cc1OC (configuration not stated),-10,-0.2,6,-1,0,.,-4,1
CN(C)CCNC(=S)Nc1ccccc1Cl,-8,.,5,4,0,.,7,4
CC(C)[C@H](NC(=O)c1cccc(S(=O)(=O)N2CCOCC2)c1)C(=O)Nc1nc2ccccc2s1,.,.,-6,-1,.,12,1,4
C[C@@H]1CN([C@H](C)CO)C(=O)c2cc(NC(=O)CCCN(C)C)ccc2O[C@@H]1CN(C)S(=O)(=O)c1cn(C)cn1,-8,-2.8,5,1,-1,-5,2[16.7 µM],-1
C[C@@H]1CN([C@H](C)CO)C(=O)c2cc(NS(=O)(=O)c3ccccc3)ccc2O[C@@H]1CN(C)S(=O)(=O)c1cccs1,-11,0.4,-7,4,3,0,43[16.7 µM],-6
CCOc1ccc(OCC)c(NC(=O)C2CCN(S(=O)(=O)c3cnc[nH]3)CC2)c1,.,.,4,-1,.,-12,-3,-1
CCCn1c(=O)cc(N)n(-c2ccc(OC(F)(F)F)cc2)c1=O,-7,0.3,-6,-1,-1,3,0,2
CNC[C@@H]1Oc2ccc(NS(=O)(=O)c3ccc(Cl)cc3)cc2CC(=O)N([C@@H](C)CO)C[C@@H]1C,2,0.0,-3,-3,3,-4,2[16.7 µM],-2
CC=Cc1ccc2n(c1=O)C[C@@H]1[C@@H](CO)[C@H](C(=O)N3CCCCC3)[C@H]2N1C(=O)C1CC1 (mixture of isomers),-2,0.2,1,1,1,.,1[16.7 µM],-3
Cc1ccccc1C(=O)NCC(=O)NNC(=S)NC(=O)c1ccccc1C,.,.,0,6,.,.,-1,-4
CS(=O)(=O)Nc1ccccc1C(=O)Nc1cc2c(cc1C(=O)O)OCCCO2,-13,0.0,0,0,2,.,.,2
O=[N+]([O-])c1nn(-c2ccccc2)n(O)c1=NC1CCN(Cc2ccccc2)CC1,-35,2.9,.,.,-2,7,.,.
Cc1[nH]c2ccccc2c1/C=N/NC(=O)CNC(=O)c1ccc2c(c1)OCO2,-16,-2.6,.,.,0,3,.,.
CCC(=O)N1CCc2cc(Br)cc(S(=O)(=O)N3CCCC(C(=O)NC(C)(C)C)C3)c21 (configuration not stated),8,.,-8,2,-5,11,3,-1
COc1ccc(CN(C)C[C@@H]2OCCCC[C@@H](C)Oc3ccc(NC(=O)NC(C)C)cc3C(=O)N([C@@H](C)CO)C[C@H]2C)cc1,6,-0.3,-3,0,0,-5,0[16.7 µM],-1
Cc1cccc2sc(NC(=O)c3ccc(NS(=O)(=O)c4cccs4)cc3)nc12,.,.,-6,-10,.,.,5,0
Cc1ccccc1S(=O)(=O)N1CCCCN2[C@H](CO)[C@H](c3ccc(C#CCN(C)C)cc3)[C@H]2C1,34,0.1,-7,1,0,-20,15[16.7 µM],3
ONC(=Nc1ccccc1)C(=Nc1ccccc1)NO,.,.,-9,7,.,-5,-3,-1
COC(=O)C[C@@H]1CC[C@H]2[C@H](COc3ccc(NC(=O)Nc4ccc(C)cc4)cc3C(=O)N2C)O1,-34,0.0,8,-1,1,1,6[16.7 µM],-1
COc1ccc2c3c(n(C)c2c1)[C@H](CO)N(C(=O)c1ccc(F)cc1)CC31CCN(C(C)=O)CC1,-6,-0.2,.,.,-1,0,.,.
CCn1cc(C(=O)NCCCOC)c(=O)c2cc(S(=O)(=O)N3CCCC3)ccc21,-9,.,4,6,1,.,.,3
CC(=O)Nc1cccc(NC(=O)CSc2nnc(Cc3cccn3C)n2-c2ccc(C)cc2)c1,.,.,10,6,.,0,-4,-4
COc1ccc2c3c([nH]c2c1)[C@H](CO)N(CC1CC1)CC31CCN(C(=O)c2ccc(F)cc2)CC1,-67,0.1,.,.,-4,1,.,.
C[C@@H]1CN([C@H](C)CO)C(=O)c2cc(NC(=O)Cc3cn(C)c4ccccc34)ccc2O[C@@H]1CN(C)C(=O)Nc1cccc2ccccc12,-10,.,3,-1,5,9,-5[16.7 µM],0
COc1cc(OCc2ccccc2)c(CC(=O)O)c([N+](=O)[O-])c1,-3,0.6,-14,.,6,8,0,0
COCC(=O)Nc1ccc2c(c1)C(=O)N(C)C[C@@H](OC)[C@@H](C)CN(C(=O)NC(C)C)[C@@H](C)CO2,10,-0.1,3,1,2,6,12[16.7 µM],0
C[C@@H]1CCCCO[C@H](CN(C)S(=O)(=O)c2ccc(Cl)cc2)[C@@H](C)CN([C@@H](C)CO)C(=O)c2cc(NS(=O)(=O)c3ccccc3)ccc2O1,15,-0.3,.,.,-4,9,.,.

# One compound at a time (already shown). Values in the order: RAD52 anneal inh, E-sel inducer, RAD54 inh, PglD inh, ERAP1 HTS inh, PGC1a acetyl inh, miR122 inh, Cneo AK release
# C[C@@H]1CN([C@H](C)CO)C(=O)c2cc(NC(=O)Cc3cn(C)c4ccccc34)ccc2O[C@@H]1CN(C)C(=O)Nc1cccc2ccccc12 is listed as -10, ., 3, -1, 5, 9, -5[16.7 µM], 0
# COc1ccc2c3c(n(C)c2c1)[C@H](CO)N(C(=O)c1ccc(F)cc1)CC31CCN(C(C)=O)CC1 is listed as -6, -0.2, ., ., -1, 0, ., .
# COCC(=O)Nc1ccc2c(c1)C(=O)N(C)C[C@@H](OC)[C@@H](C)CN(C(=O)NC(C)C)[C@@H](C)CO2 is listed as 10, -0.1, 3, 1, 2, 6, 12[16.7 µM], 0

# Later entries
SMILES,RAD52 anneal inh,E-sel inducer,RAD54 inh,PglD inh,ERAP1 HTS inh,PGC1a acetyl inh,miR122 inh,Cneo AK release
CCOC(=O)c1c(NC(=O)C(C)NCc2ccco2)sc2c1CCC(C)C2 (configuration not stated),.,.,3,3,.,-19,12,-1
Cc1ccc(-c2nc(=S)c3c(n2Cc2ccco2)CC(C)(C)OC3)cc1,.,.,-4,-3,.,-5,1,0
COc1cccc(-c2ccc([C@H]3[C@H](CO)N4CCCCN(S(=O)(=O)c5cn(C)cn5)C[C@@H]34)cc2)c1,.,0.0,14,-10,.,-10,6[16.7 µM],-2
CC/C(=N\NC(=O)c1cc(C)oc1C)c1ccc(OC(F)F)cc1,-4,-0.4,2,-6,-2,.,-23,-1
Cc1ccc(OCCNC(=O)c2ccc3ccccc3n2)cc1,-13,0.6,-1,2,1,0,20,2
C[C@H](CO)N1C[C@H](C)[C@H](CN(C)Cc2ccc(Cl)c(Cl)c2)Oc2ccc(NS(=O)(=O)c3ccccc3)cc2CC1=O,-2,.,-7,1,-3,-8,0[16.7 µM],1
C/C(=N/NC(=O)c1ccc(Br)o1)c1cccs1,-18,-0.1,5,.,-1,.,.,2
CCN(CC)C(=O)c1c(-c2ccccc2)oc2ccc(O)cc12,0,.,-10,0,-2,-16,-1,-6
COCC#Cc1cnc2c(c1)C(=O)N([C@@H](C)CO)C[C@@H](C)[C@H](CN(C)C(=O)c1cccc(F)c1)O2,-6,-0.2,-1,1,-1,-1,2[16.7 µM],6
Cc1ccc(C)c(NC(=S)NNC(=O)c2ccco2)c1,.,.,5,-4,.,-16,-2,0
